# MITF primary: MITF inhibitors, primary screen, biochemical, AlphaScreen, human; Microphthalmia-associated transcription factor (Homo sapiens), O75030; AlphaScreen MITF homodimerization, bead proximity signal; inhibition, % at 2.6 µM; actives 0.91% (n = 650,000); AID 1259374, 2018; in the data active = inhibition above about 50%;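 note: 0% = vehicle wells with protein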
# Target sequence (O75030 whole entry, looked up): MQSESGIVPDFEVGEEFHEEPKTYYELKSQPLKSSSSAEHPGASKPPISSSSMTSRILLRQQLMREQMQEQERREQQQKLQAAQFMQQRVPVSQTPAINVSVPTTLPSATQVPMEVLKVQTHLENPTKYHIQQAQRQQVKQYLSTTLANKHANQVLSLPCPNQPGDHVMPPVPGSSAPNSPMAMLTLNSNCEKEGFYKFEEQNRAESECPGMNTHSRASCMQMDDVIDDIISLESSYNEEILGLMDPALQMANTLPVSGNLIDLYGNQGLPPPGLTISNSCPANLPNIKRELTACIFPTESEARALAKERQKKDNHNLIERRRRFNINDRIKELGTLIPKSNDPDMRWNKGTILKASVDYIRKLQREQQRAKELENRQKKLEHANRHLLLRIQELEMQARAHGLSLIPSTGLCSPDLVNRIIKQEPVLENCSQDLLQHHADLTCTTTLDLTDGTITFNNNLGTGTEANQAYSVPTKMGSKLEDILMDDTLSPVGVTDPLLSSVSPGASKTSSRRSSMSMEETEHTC
# FBW7 act: FBW7 E3 ligase activators, primary screen, biochemical, AlphaScreen, human | F-box/WD repeat-containing protein 7 (Homo sapiens), Q969H0 | AlphaScreen FBW7–phospho-cyclin E peptide binding, activator screen | normalized activity (activation), % at 26.1 µM | actives 0.13% (n = 650,000); in the data active = normalized activity above about 1.9%;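 note: purified mutant Fbw7 with reduced substrate affinity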
# TEAD-YAP inh: TEAD-YAP interaction inhibition, primary screen, TEAD-YAP interaction inhibitor project, luminescence, HEK-TIYL cells; TEAD-Gal4/YAP UAS-luciferase luminescence; inhibition, % at 9.12 µM; actives 1.4% (n = 640,000); AID 1259422, 2018; in the data active = inhibition above about 32%;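 note: 0% = median of test compound wells and 100% = reference inhibitor wells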
# GPR151 ag: activators of human GPR151, primary screen, cell-based, PathHunter beta-arrestin, luminescence; G-protein coupled receptor 151 (Homo sapiens), Q8TDV0; PathHunter beta-arrestin GPR151 cells; activation, % at 11.2 µM; actives 1% (n = 650,000); AID 1508602, 2020; in the data active = activation above about 4.9%;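 note: 0% = median of compound wells and 100% = cells with positive control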
# Target sequence (Q8TDV0 whole entry, looked up): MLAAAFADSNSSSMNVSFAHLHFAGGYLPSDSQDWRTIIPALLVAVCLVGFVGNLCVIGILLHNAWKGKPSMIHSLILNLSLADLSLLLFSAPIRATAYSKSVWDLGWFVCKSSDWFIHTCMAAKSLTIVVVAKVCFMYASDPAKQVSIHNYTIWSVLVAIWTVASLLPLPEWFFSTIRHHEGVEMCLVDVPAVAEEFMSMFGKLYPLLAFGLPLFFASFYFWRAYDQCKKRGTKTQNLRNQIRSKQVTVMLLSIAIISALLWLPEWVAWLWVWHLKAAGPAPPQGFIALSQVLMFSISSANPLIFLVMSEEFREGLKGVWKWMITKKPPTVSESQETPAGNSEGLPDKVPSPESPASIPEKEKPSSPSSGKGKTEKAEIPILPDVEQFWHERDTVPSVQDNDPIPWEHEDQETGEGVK
# The depositor's hits bear a star; . = not tested or not shown; & = joins results of further samples.
SMILES,MITF primary,FBW7 act,TEAD-YAP inh,GPR151 ag
O=C(CCc1nnc(C2CCCCC2)o1)N1CCC(Oc2cccnc2)CC1,9,0.2,1,-0.8
Oc1ccc(Cl)cc1C1=Nc2ccccc2N=C(c2ccc(Br)cc2)C1,9,0.0,-23,0.9
CCCCCC(=O)Nc1nnc(-c2cccc([N+](=O)[O-])c2)s1,8,0.1,-2,-0.3
CCCC/C=C/c1cnn2c(NCc3ccccn3)ccnc12,25,0.1,2,-0.7
Nc1ncc(-c2cccc(CO)c2)nc1NCCCO,-2,0.6,7,-0.4
COCCNC(=O)C1c2ccccc2C(=O)N(CCOC)C1c1ccc(F)cc1 (stereo not given),4,-0.1,-8,-0.7
COCCNC(=O)C1CCN(Cc2ccc(OCc3ccccc3)cc2)CC1,7,0.0,-20,-1.7
COc1ccc(N2CCN(CC(=O)c3ccc(O)cc3O)CC2)cc1,-19,0.1,2,-0.5
O=c1[nH]c2ccccc2nc1/C=C(\O)C1CC1,-3,-0.2,-8,-0.1
COc1ccc(C(=O)Nc2cccc3ccc(C)nc23)cc1[N+](=O)[O-],0,-0.1,13,0.2
CC(C)c1ccc(N(CC(=O)N2CCN(C)CC2)S(=O)(=O)c2ccccc2)cc1,8,0.2,-6,0.0
CCCCNC(=O)c1sc2nc3c(cc2c1NC(C)=O)COC(C)(C)C3,-6,-0.3,-10,-0.2
Cc1ccc([N+](=O)[O-])cc1NC(=O)c1ccc(C)c(S(=O)(=O)N2CCCC2)c1,8,0.0,-1,1.7
Cc1ccc(C(=O)COC(=O)C(Cc2ccccc2)N2C(=O)c3ccccc3C2=O)cc1 (stereo not given),9,0.4,9,-0.5
CN1CCN(C(=O)/C(C#N)=C/c2ccc(F)cc2)CC1,3,0.0,-2,0.8

# The final 2 compounds of the part above come first, to join the parts.
SMILES,MITF primary,FBW7 act,TEAD-YAP inh,GPR151 ag
Cc1ccc(C(=O)COC(=O)C(Cc2ccccc2)N2C(=O)c3ccccc3C2=O)cc1 (stereo not given),9,0.4,9,-0.5
CN1CCN(C(=O)/C(C#N)=C/c2ccc(F)cc2)CC1,3,0.0,-2,0.8
Cc1c(NC(=O)c2ccc(OCc3c(F)cccc3Cl)cc2)c(=O)n(-c2ccccc2)n1C,4,0.0,5,8.3*
CCOc1ccccc1CN1CC[C@@H](N2CCN(C)CC2)[C@@H](CCC(=O)OC)C1,0,-0.1,5,4.7
CCCOc1cc(C)c2c(=O)c(Oc3ccccc3)c(C)oc2c1,4,0.0,4,-0.1
CC(C)CCNC(=O)Nc1ccc(Cl)cc1,6,0.9,-51,2.1
N#C/C(=C/c1ccc(F)cc1)c1ccc([N+](=O)[O-])cc1,20,-0.1,-4,0.3
CCOc1ccc(-c2nc(COC(=O)c3ccco3)cs2)cc1OC,0,0.2,-19,-1.4
COc1ccc(CNC(=O)Cc2nn(C)c(=O)c3ccccc23)cc1,7,0.1,38*,0.4
CCCCC[C@H](O)/C=C/[C@@H]1[C@H](C/C=C\CCCC(=O)NCCO)[C@@H](O)C[C@H]1O,1,.,.,1.7
C/C(=N\NC(=O)c1ccccc1O)c1ccc(C)cc1,-12,-0.1,-18,1.2
CNC(=O)CN1C(=O)c2cccc3cccc1c23,3,0.3,-2,1.4
O=S1(=O)N=C(Nc2ccc(Br)cc2)c2ccccc21,0,-0.1,-28,-2.7
Cc1ccccc1CN1C[C@@H]2C[C@@H](c3ccccc3)N3CCC[C@@]23C1=O,2,0.3,-1,-0.9
c1nc(N2CCN(Cc3ccc4c(c3)OCO4)CC2)c2c3c(sc2n1)CCC3,19,0.3,10,0.8
COc1cc(C2Oc3ccccc3C3CC(c4cccs4)=NN32)cc(OC)c1O (stereo not given),18,0.1,-25,-1.2
CC(C)(C)c1ccc2c(c1)OCC(C(=O)N1CCC3(CC1)NC(=O)c1ccccc1N3)O2 (stereo not given),-8,-0.1,9,0.2

# The last three records of the section above come first, to join the parts.
SMILES,MITF primary,FBW7 act,TEAD-YAP inh,GPR151 ag
c1nc(N2CCN(Cc3ccc4c(c3)OCO4)CC2)c2c3c(sc2n1)CCC3,19,0.3,10,0.8
COc1cc(C2Oc3ccccc3C3CC(c4cccs4)=NN32)cc(OC)c1O (stereo not given),18,0.1,-25,-1.2
CC(C)(C)c1ccc2c(c1)OCC(C(=O)N1CCC3(CC1)NC(=O)c1ccccc1N3)O2 (stereo not given),-8,-0.1,9,0.2
COc1ccc(C(=O)COC(=O)c2ccc3c(c2)C(=O)N(c2cccc(Cl)c2)C3=O)cc1[N+](=O)[O-],-6,-0.1,-1,-0.6
CC(NC(=O)c1ccc([N+](=O)[O-])cc1Cl)c1ccccc1 (stereo not given),8,0.3,-11,-0.4
COc1ccc(Cl)cc1C1=N/C(=C/c2ccc([N+](=O)[O-])cc2)C(=O)O1,-6,0.0,-4,0.7
COc1cccc(-n2c(SCC(=O)Nc3ccccc3OC)nc3n[nH]c(C)c3c2=N)c1,4,0.7,7,0.8
CC(C(=O)N(C)C1CCCCC1)N1C(=O)c2ccccc2C1=O (stereo not given),3,0.1,7,1.1
Cc1[nH][nH]c(=O)c1C(c1cc2c(cc1[N+](=O)[O-])OCO2)c1c(C)[nH][nH]c1=O,7,-0.1,23,-0.5
O=C(CSc1nnnn1-c1ccccc1)N1N=CCC1c1ccccc1 (stereo not given),-13,0.3,2,-0.3
COC(=O)C1=C(C)N(C)C(=O)NC1c1ccc(C)cc1 (stereo not given),-2,-0.1,7,2.0
CC(=O)OC1c2cc(C)ccc2NC(c2ccc(C)cc2)C1(C)C (stereo not given),-13,0.0,14,1.3
CCCCN(C)C(=O)c1sc2ncnc(N3CCN(c4ccccc4)CC3)c2c1C,8,0.0,-5,0.6
CCSc1ccc(C(=O)Nc2cc(C)on2)cc1,10,0.1,11,-7.4
Cc1oc(C)c2c(=O)cc(-c3ccc(O)c(O)c3)cc(O)c12,87*,-1.0,4,0.0
c1ccc(CN2CCC(Nc3ncnc4nc(N5CCc6ccccc6C5)[nH]c34)CC2)cc1,2,-0.2,7,-1.2
O=S(=O)(O)c1ccc(N/N=[N+](\[O-])c2ccccc2)cc1,-2,0.1,4,2.7
CCNc1nc2c(c(=O)n(C)c(=O)n2C)n1Cc1cccc(C)c1,3,0.0,44*,1.8
Cc1sc(NC(=O)c2cccc(Br)c2)c(C#N)c1C,12,0.0,-5,0.8
Cc1ccccc1C(=O)N1N=C(c2c(-c3ccccc3)c3cc(Br)ccc3[nH]c2=O)CC1c1ccco1 (stereo not given),-15,0.3,8,0.4
CCCOc1ccc2c(=O)c(N3C(=O)c4ccccc4C3=O)c(C)oc2c1,17,0.3,4,-1.1
COc1ccc(S(=O)(=O)NC2CC2)cc1C(=O)N1CCOCC1,10,0.0,6,0.0
O=C(OC(C(=O)c1ccccc1)c1ccccc1)c1cccnc1 (stereo not given),-3,-0.2,3,-1.0
Cc1cc(OCC(=O)Nc2ccc(-c3nc4ccccc4[nH]3)cc2)cc(C)c1Cl,3,-0.1,1,-0.1
Cc1cccc(Nc2ccc3noc4c3c2C(=O)c2ccccc2-4)c1,13,-0.5,-4,1.2
O=C(CC1CCCC1)Nc1nc(CN2CCc3ccccc3C2)cs1,8,0.3,6,-0.8
Cc1cc(C)c(S(=O)(=O)N(C)CC(=O)Nc2ccc(S(N)(=O)=O)cc2)c(C)c1,-15,-0.2,3,-1.0
CN(C)CCCN(C(=O)Cc1ccc2c(c1)OCO2)c1nc2ccc(Cl)cc2s1,-10,-0.1,-26,-0.4
CC(=O)Nc1cccc(NC(=O)Cn2c(C)cc3ccccc3c2=O)c1,-5,0.1,2,0.0
COc1ccccc1/C=C/C(=O)Nc1ccc2[nH]c(=O)[nH]c2c1,-2,-0.1,-4,-1.1
Nn1c(SCCOc2ccccc2)nnc1-c1ccncc1,4,-0.2,6,0.3
COc1ccc(OCc2nc(C#N)c(N3CCOCC3)o2)cc1,5,-0.1,3,-0.3
COCCNC(=O)Nc1ccc2nc(-c3ccccn3)c(-c3ccccn3)nc2c1,3,-0.3,-17,0.3

# Part of the list above in a different format.
Cc1sc(NC(=O)c2cccc(Br)c2)c(C#N)c1C
- MITF primary: 12
- FBW7 act: 0.0
- TEAD-YAP inh: -5
- GPR151 ag: 0.8

Cc1ccccc1C(=O)N1N=C(c2c(-c3ccccc3)c3cc(Br)ccc3[nH]c2=O)CC1c1ccco1 (stereo not given)
- MITF primary: -15
- FBW7 act: 0.3
- TEAD-YAP inh: 8
- GPR151 ag: 0.4

# Next part
SMILES,MITF primary,FBW7 act,TEAD-YAP inh,GPR151 ag
COc1ccc2oc(=O)c(C(=O)NC3CCCCCC3)cc2c1,-8,0.0,-11,-0.4
O=C1c2oc3ccc(Cl)cc3c(=O)c2C(c2ccccc2)N1CCCO (stereo not given),-7,-0.3,3,0.5
CSc1nnc2c(n1)OC(c1ccc(OCC(=O)O)cc1)Nc1ccccc1-2 (stereo not given),-9,0.0,-3,-0.2
Cc1cccc(N2CC(C(=O)Nc3ccc([N+](=O)[O-])cc3Br)CC2=O)c1 (stereo not given),-5,0.1,-1,2.6
COc1ccc(S(=O)(=O)n2c(SCC(=O)Nc3ccccc3OC)nc3ccccc32)cc1,2,0.0,-9,0.0
CC(=O)NS(=O)(=O)c1ccc(NC(=O)C2CCCCC2)cc1,7,0.0,1,-1.3
COc1cc(CNC(=O)CCCCCCC(C)C)ccc1O,4&-9,-0.1,-2,-1.3&1.5
COCCn1c(=S)[nH]c2cc(Cl)ccc2c1=O,9,-0.2,4,2.3
COCCCNC(=O)CCc1c(C)nc2c(-c3ccccc3)c(C)nn2c1C,17,0.0,6,-0.4
O=C(CC1C(=O)N(c2ccccc2)C(=S)N1CCc1ccccc1)Nc1ccc(F)cc1 (stereo not given),0,0.1,-15,1.0
CCn1cc(/C=C(\NC(=O)c2ccc(OC)c(OC)c2)C(=O)NC(C)C)c2ccccc21,1,-0.2,-5,-0.3
Cc1cc(C)c2cc(CNCCO)c(Cl)nc2c1,5,0.0,3,-0.1
Cc1cccc(N2C(=S)NC3c4cc(Cl)ccc4OC2(C)C3C(=O)Nc2ccc(Cl)cc2)c1 (stereo not given),7,-0.1,0,0.5
O=C(Nc1ccc(-n2cccn2)cc1)C1CCN(CC2CCOC2)CC1 (stereo not given),6,0.0,-3,1.8
COC(=O)c1cc(S(=O)(=O)NCc2ccc(OC)cc2)cn1C,14,0.1,-4,0.9
O=C1NN(c2ccc(Cl)cc2)C(=O)/C1=C\c1ccc(Cl)cc1,16,0.3,10,1.3
CCc1c(C)c(C#N)c2nc3ccccc3n2c1N1CCN(CCc2ccccc2)CC1,5,0.9,3,-0.6
COc1ccc(/C(O)=C2\C(=O)C(=O)N(CCN3CCOCC3)C2c2ccc(Br)cc2)cc1 (stereo not given),0,-0.2,-1,0.1
COC(=O)C1=C(C)N(c2ccc(OC)cc2)C(=O)/C1=C\c1ccccc1[N+](=O)[O-],12,0.0,-19,-0.1
COc1cc(OC)c(OC)cc1CN1CCc2ccccc2C1,49,0.5,1,-0.2
Cc1cc(C)c(C#N)c(N2C3CCC2CC(O)(c2ccc(F)cc2)C3)n1 (stereo not given),6,0.0,1,2.0
CC(=O)Oc1c(Cl)cc(N(C(C)=O)S(=O)(=O)c2ccc(C)cc2)c(Cl)c1Cl,4,0.1,-8,-0.5
COc1ccc(NC(=O)c2cc(S(=O)(=O)N3CCCC3)ccc2F)cc1,4,-0.2,-9,0.9
COCCC(=O)N1CCCC(CNS(=O)(=O)c2ccc(OC)cc2)C1 (stereo not given),7,0.4,-2,4.1
Cc1ccc(-c2nc3ccccc3c(=O)n2CC(=O)Nc2ccc(C)c(F)c2)cc1,2,0.1,19,-1.6
CC(=O)NC(CC(C)C)c1nnc2n1CCN(C/C=C/c1ccco1)CC2 (stereo not given),10,0.1,-5,-1.0
CCc1ccc(N2Cc3ccncc3C2=O)cc1,-13,-0.2,-58,0.2
COc1ccccc1NC(=O)Cn1cnc2sc(C(=O)NCc3cccnc3)c(C)c2c1=O,3,-0.1,6,-0.7
Cc1ccc(-c2nn(CC(=O)N3CCCCC3)c(=O)c3ccccc23)cc1,-7,-0.1,14,2.8
COc1ccc(Cl)cc1C(=O)Nc1cccc(-c2nc3cc(Cl)ccc3o2)c1C,9,0.2,-2,-0.7
Nc1c(-c2ccccc2[N+](=O)[O-])c(=O)[nH]c2ccccc12,3,0.0,4,0.7
COc1ccc(N2C3=C(C(=O)CC(C)(C)C3)C(c3cc(OC)c(OC)c(OC)c3)C3=C2CC(C)(C)CC3=O)cc1,-2,0.1,-4,2.5
C=CCOc1ccc(/C=C2/C(=O)N(C)C(=S)N2C)cc1,2,0.1,-30,0.8
CCN(c1ccccc1)S(=O)(=O)c1cc(C(=O)Nc2ccc(Cl)c(Cl)c2)ccc1F,12,0.4,3,1.6
COc1ccc(OC)c(NC(=O)c2n[nH]c(=O)c3ccccc23)c1,-9,-0.1,-12,4.0
c1ccc(CCCN2CCN(Cc3ccncc3)CC2)cc1,69*,0.0,6,0.1
COc1ccc(-c2nc(NCc3nc4ccccc4[nH]3)c3[nH]cnc3n2)cn1,7,-0.1,-3,-1.2
CC(=O)Nc1ccc(/C(C)=N/Nc2ccc(C#N)cc2[N+](=O)[O-])cc1,15,0.3,6,-0.4
CC(=O)Nc1ccc(NC(=O)C2CCCN2C(=O)Nc2ccc(F)cc2)cc1 (stereo not given),-14,-0.1,-8,1.1
COc1ccccc1-n1c(SCc2ccccc2Cl)nc2c(sc(=S)n2CCc2ccccc2)c1=O,-5,-0.1,-6,-0.3

# High-throughput results: PubChem BioAssay, The Scripps Research Institute Molecular Screening Center
